# Compound activity deposited in PubChem BioAssay by several laboratories.
# Yfh1-off respiration = enhancers of respiration in Yfh1-depleted yeast, dose response, Friedreich's ataxia, plus single-dose screen (AID 1465) | S. cerevisiae Yfh1-off respiration, WST-1 reduction, 72 h; higher fold induction means a stronger effect | one-dose fold induction at 50 µM; EC50 in µM for titrated hits | actives 0.074% (n = 220,000);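 active means fold induction of absorbance versus untreated yeast above a set limit, then at least 30% activation at any dose in follow-up; inconclusive means repeats straddling the limit, or above it without dose testing; inactive means fold induction below the set limit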;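 further: activators that raise dye reduction in frataxin-depleted yeast; strong numbers were not always called active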
# M17LAP inhibition = P. falciparum M17LAP inhibitors, primary screen, biochemical, fluorogenic H-Leu-NHMec substrate, 1536-well (AID 1619); recombinant M17LAP, H-Leu-NHMec fluorogenic kinetic assay; higher % means a stronger effect; inhibition, % at 30 µM, or IC50 in µM where a hit was titrated; actives 0.38% (n = 220,000);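 active means compound inhibiting the enzyme by more than half at any dose during confirmatory dose-response retesting; inconclusive means strong single-dose inhibitors picked by rank but not retested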;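 further: plate controls were full reaction with DMSO carrier for no effect and no enzyme background for full effect; strong numbers were not always called active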
# PMI inhibition = MPI inhibition at elevated mannose 6-phosphate – biochemical, fluorescence intensity, high mannose 6-phosphate, primary screen (AID 1220); recombinant PMI enzyme, coupled fluorescence intensity; higher % means a stronger effect; inhibition, % at 20 µM; hits with a dose series show IC50 in µM; actives 0.66% (n = 190,000); in the data active means inhibition above about 50%
# ER stress rescue = protection against thapsigargin-triggered cell killing – 384-well, CSM14.1, ATP luminescence, primary screen (AID 1222). CSM14.1 thapsigargin-induced death rescue, ATP luminescence; higher % means a stronger effect. cellular ATP content (survival), % at 20 µM, or EC50 in µM where a hit was titrated. 190,000 tested, under 10 active;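 active means EC50 below 50 µM in the dose-response confirmation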;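 further: death triggered by thapsigargin at about 15 µM added after 2 h compound pretreatment; cell ATP read after overnight thapsigargin exposure of roughly 18 to 22 hours; normalized against plate controls of thapsigargin alone and 5% DMSO vehicle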
# SIAH1 antagonists = blockers of Siah-1 interaction with plectin peptide – biochemical, fluorescence polarization, rhodamine-plectin, uHTS, primary screen (AID 1817). Siah-1 / rhodamine-plectin peptide fluorescence polarization; higher % means a stronger effect. one-dose displacement, % at 20 µM; IC50 in µM for titrated hits. actives 0.02% (n = 290,000);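 active means displacement of at least 50% at 20 µM, with a fluorescence ratio check between 0.3 and a set limit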;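 further: plate controls were Siah plus tracer with DMSO for no effect and tracer alone without Siah for full effect; strong numbers were not always called active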
# M1AAP inhibition = malaria alanyl aminopeptidase activity blockers – biochemical, fluorogenic H-Leu-NHMec substrate, 1536-well (AID 1445); recombinant M1AAP, H-Leu-NHMec fluorogenic kinetic assay; higher % means a stronger effect; inhibition, % at 30 µM, or IC50 in µM where a hit was titrated; actives 0.42% (n = 220,000);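 active means primary inhibition above the hit cutoff, then over 50% inhibition at one or more dose response concentrations, cut at about 23% in these data, passing the limit was not always enough; inconclusive means conflicting primary data, or primary hits not chosen for dose response; inactive means low primary inhibition, or under 50% at every dose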;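 further: plate controls were DMSO full reaction for no effect and no enzyme background for full effect; strong numbers were not always called active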
# XIAP displacement = small molecules displacing peptide from XIAP – biochemical, IAP family, fluorescence polarization (AID 1018); actives 0.007% (n = 200,000); XIAP BIR domain, fluorescence polarization peptide displacement; higher % means a stronger effect; displacement, % at 20 µM; hits with a dose series show IC50 in µM; in the data active means displacement above about 50%; further: a part of the inactive calls stands beside numbers as strong as those of hits
# Salmonella PhoP GFP = inhibitors of PhoP regulon expression, primary screen, Salmonella Typhimurium, GFP reporter (AID 1863); one-dose inhibition, % at 50 µM; IC50 in µM for titrated hits; S. Typhimurium PhoP-regulated promoter GFP reporter, 4 h; higher % means a stronger effect; actives 0.16% (n = 300,000);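 active means inhibition over 29.93%, a cutoff 3 SD above the screen mean, later confirmed by dose response; inconclusive means inhibition over 29.93% but no dose response follow-up; inactive means inhibition at most 29.93% or unconfirmed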;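 further: 0% = low Mg2+ inducing control and 100% = high Mg2+ repressing control; strong numbers were not always called active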
# West Nile antiviral = inhibition of WNV-induced cytopathic effect – cell-based, CPE readout (AID 1621); West Nile virus-infected cells, CPE inhibition; higher % means a stronger effect; one-dose CPE inhibition, % at 10 µM; IC50 in µM for titrated hits; actives 0.02% (n = 290,000); in the data active means a potency from the dose series; inconclusive means CPE inhibition mostly from about 3.7% at the one dose, without a potency; inactive means the rest, 99 in 100 with CPE inhibition below about 2.2%; further: strong numbers were not always called active
# Numbers without * were called inactive; i = inactive; ? = inconclusive; / = no result given.
item	Compound	ER stress rescue	West Nile antiviral	M17LAP inhibition	SIAH1 antagonists	Salmonella PhoP GFP	XIAP displacement	M1AAP inhibition	Yfh1-off respiration	PMI inhibition
1	CC(=O)Nc1ccc(Nc2c3c4c(cccc4n(C)c2=O)C(=O)c2ccccc2-3)cc1	0.2%	0.0%	9%	10%	5%	-3.3%	2%	i	0%
2	O=c1c2ccccc2nc2n1CCCCC2	0.6%	0.7%	2%	3%	1%	-0.6%	1%	i	-6%
3	O=C(Cc1ccc(S(=O)(=O)N2CCCC2)s1)N1CCN(c2ccc(F)cc2)CC1	13%	-1.0%	3%	20%	-6%	-0.8%	5%	i	3%
4	O=C1NC(c2ccco2)Nc2sc3c(c21)CCN(Cc1ccccc1)C3 (stereo unspecified)	0.3%	-0.2%	-20%	-4%	3%	-5.1%	7%	i	3%
5	CCCOc1cccc(C(=O)NC(=S)Nc2ccccc2)c1	-0.3%	-0.5%	3%	17%	2%	5.7%	5%	i	7%
6	COc1ccc(NS(=O)(=O)c2ccc3c(c2)Cc2ccccc2-3)cn1	-0.2%	0.5%	12%	3%	8%	-5.5%	12%	i	17%
7	O=C(O)c1ccc(CSc2nnc(-c3ccncc3)n2-c2ccc(Cl)cc2)cc1	0.1%	-0.2%	-5%	16%	-9%	-3.6%	2%	i	-4%
8	Cc1ccc(Cl)cc1NC(=O)c1ccc(CSc2nnnn2C)cc1	1.8%	-0.5%	4%	-1%	5%	-7.9%	1%	i	-9%
9	O=C(COC(=O)Cn1[nH]c(=O)c2ccccc2c1=O)Nc1ccc2c(c1)OCO2	0.5%	0.0%	15%	-1%	8%	-1.9%	13%	i	0%
10	COc1ccc(-c2nc(CS(=O)CC(=O)NCc3cccnc3)c(C)o2)cc1OC (stereo unspecified)	-0.8%	0.6%	3%	-3%	-1%	-8.0%	-1%	i	4%
11	COc1cc(Cl)cc(/C=C/c2ccc3ccccc3n2)c1OC(C)=O	17%	1.0%	10%	2%	-14%	-8.0%	11%	i	6%
12	Cc1nn(-c2ccccc2)c(Cl)c1C1C(C#N)=C(N)OC2=C1C(=O)CC(C)(C)C2 (stereo unspecified)	/	0.5%	9%	1%	-8%	-5.4%	3%	i	-5%
13	Cc1cccc(NC(=O)CSc2nnc(-c3cnccn3)n2Cc2ccco2)c1	-0.8%	-0.4%	13%	2%	4%	-4.5%	2%	i	-2%
14	O=C(c1ccc(S(=O)(=O)NCc2ccco2)cc1)N1CCN(Cc2ccccc2)CC1	0.2%	-0.8%	-2%	-1%	-4%	-1.9%	4%	i	1%
15	CC1=NN(C(=O)c2csc(C)c2)C(O)(C(F)(F)F)C1 (stereo unspecified)	-0.4%	/	-5%	-4%	-12%	-3.4%	-6%	/	9%
16	O=c1c2ccccc2ncn1Cc1ccc(Cl)cc1	-0.4%	-0.3%	-11%	8%	2%	-2.3%	3%	i	-2%
17	CC1=NN(c2ccccc2)C(=O)C1(C)[N+](=O)[O-] (stereo unspecified)	-0.4%	0.2%	25%	7%	-3%	-0.6%	2%	i	5%
18	CCCc1c(C)nn(C(=O)/C(C#N)=N/Nc2ccccc2[N+](=O)[O-])c1C	/	-0.4%	11%	-5%	5%	-4.9%	9%	i	-10%
19	COc1cc(CCC(O)CC(=O)CCc2ccccc2)ccc1O (stereo unspecified)	-1.0%	-0.7%	-4%	-1%	4%	-5.6%	1%	i	0%
20	CC1(C)C=C(c2ccc(C(=O)O)s2)CC(C)(C)N1	-0.9%	-0.3%	-5%	-9%	-4%	-2.0%	-1%	i	-21%
21	Cn1cccc1Cc1nnc(SCC(=O)N2CCc3ccccc32)n1-c1ccc(F)cc1	/	-0.6%	18%	-3%	-9%	-6.8%	6%	i	10%
22	COc1ccc(C2(c3ccc(O)cc3O)CC(c3ccccc3Cl)NC(=S)N2)cc1 (stereo unspecified)	-2.7%	-0.5%	-4%	-6%	7%	-7.0%	8%	>100µM*	21%
23	Cc1cc(C)cc(N2CCCn3c2nc2c3c(=O)n(CC(=O)OCc3ccccc3)c(=O)n2C)c1	-0.2%	0.5%	4%	3%	23%	0.6%	2%	i	7%
24	CC1CCN(c2ccc(C(=O)O)cc2)CC1	5.8%	-0.4%	8%	0%	-13%	-3.4%	-2%	/	6%
25	C#CCSc1nnnn1-c1ccc(OCC)cc1	/	2.0%	-5%	2%	6%	/	0%	i	/
26	CC(Cl)C(=O)c1c(N)n(C)c(=O)n(C)c1=O (stereo unspecified)	-3.1%	0.5%	-4%	1%	-1%	-2.2%	1%	i	4%
27	Cc1c(C(C)C)c(=O)n(-c2ccc(S(=O)(=O)N3CCOCC3)cc2)n1C	1.8%	0.8%	18%	-3%	-9%	-14%	-4%	i	13%
28	CN(C)S(=O)(=O)c1cccc(N=C2SCCN2Cc2ccccc2)c1	/	-0.3%	-1%	1%	-8%	/	-3%	i	/
29	Cn1c(=O)[nH]c(=O)c2c1nc(N1CCCCC1)n2C/C=N/Nc1ccc(C(=O)O)cc1	/	0.4%	-6%	-2%	-7%	/	-2%	i	/
30	COc1cc(-c2nnc(SCC(=O)Nc3cc(C)on3)n2C)cc(OC)c1O	-0.3%	0.1%	3%	2%	5%	-5.1%	0%	i	5%
31	COc1ccc(-c2nnc(SCC(=O)Nc3ccc(C)cc3)n2C)cc1	1.7%	0.4%	11%	6%	1%	-3.2%	5%	i	7%
32	CC(NS(=O)(=O)c1ccc(Br)cc1)C(=O)NCc1ccc2c(c1)OCO2 (stereo unspecified)	0.1%	-1.6%	-5%	3%	-6%	-6.3%	1%	i	1%
33	COCCCN1C(=O)C(=O)/C(=C(/O)c2ccc(OC(C)C)cc2)C1c1cccnc1 (stereo unspecified)	0.2%	0.1%	-3%	0%	-3%	-5.3%	6%	i	-7%
34	Cn1nc(-c2ccccc2)c(C(=O)Nc2ccc(C(F)(F)F)cc2)c1Cl	-0.7%	0.2%	-6%	0%	-4%	-5.1%	0%	i	0%
35	COc1ccc(C)cc1NC(=O)CSc1nnc(CC(=O)Nc2ccccc2C)n1C	1.1%	-0.7%	15%	6%	-5%	-5.0%	8%	i	6%
36	O=C1C2CC=CCC2C(=O)N1c1ncn[nH]1 (stereo unspecified)	-1.7%	0.2%	1%	-3%	-6%	-5.6%	3%	i	-5%
37	COc1ccc(C(=O)Nc2nc3cc4c(cc3s2)OCCO4)c(OC)c1	/	0.5%	-6%	5%	-8%	/	15%	i	/
38	CCNC(=S)N(CCc1ccc(OC)c(OC)c1)Cc1cc2cc(OC)ccc2[nH]c1=O	0.0%	-0.1%	10%	-1%	-4%	-11%	5%	i	-3%
39	CC(=O)c1c(C)[nH]c(C(=O)NCCc2ccc(Cl)cc2)c1C	-0.8%	-1.4%	5%	0%	-1%	-7.1%	-2%	i	7%
40	COC(=O)c1cn(NC(=O)c2ccc([N+](=O)[O-])c(C)c2)c(=O)c2ccccc12	-0.7%	-0.3%	-15%	-3%	6%	-3.5%	8%	i	-6%
41	CC(C)N(CCn1c(=S)[nH]c2ccccc2c1=O)C(C)C	0.6%	0.1%	12%	1%	5%	-0.3%	0%	i	-10%
42	Cc1ccc(-n2[nH]c(C)c(C=Nc3ccc(S(=O)(=O)Nc4nccs4)cc3)c2=O)cc1	-6.8%	-0.7%	0%	-1%	16%	-2.8%	8%	i	-8%
43	N#C/C(=C/c1ccc(N2CCOCC2)c([N+](=O)[O-])c1)C(N)=O	-1.1%	0.0%	6%	2%	-5%	-4.5%	13%	i	-2%
44	O=C(NCCCO)c1nc2ccccc2s1	/	0.1%	6%	-4%	10%	-2.9%	4%	i	8%
45	COc1ccc(-c2cc(CS(=O)(=O)c3ccccc3)on2)cc1	-1.9%	-0.8%	7%	0%	4%	-3.5%	2%	i	11%
46	O=C(CSc1nc2ccccc2c(=O)n1-c1cccc(C(F)(F)F)c1)NC1CC1	2.3%	-0.6%	-6%	2%	4%	-1.8%	8%	i	-5%
47	COc1ccc([N+](=O)[O-])cc1N(CC(=O)N1CCCCC1)S(C)(=O)=O	0.5%	-0.1%	-2%	9%	0%	-5.4%	-2%	i	-8%
48	Cc1ccc(S(=O)(=O)N2CCC(O)(c3cccnc3)CC2)cc1	-0.8%	-0.1%	8%	-3%	-8%	-4.1%	10%	i	-16%
49	CCOC(=O)C1(Cc2ccc(Cl)cc2)CCN(C(=O)c2sc(C)nc2C)CC1	4.0%	-1.6%	7%	0%	5%	-8.2%	-3%	i	0%
50	O=C(c1cccc(C(=O)N2CCN(Cc3ccccc3)CC2)c1)N1CCN(Cc2ccccc2)CC1	-2.0%	0.1%	-5%	0%	-6%	-2.5%	4%	i	5%
51	COc1ccc(-n2c(=O)c3c4c(sc3n(CC(=O)Nc3cc(C)[nH]n3)c2=O)CCCC4)c(OC)c1	-5.2%	-0.5%	-1%	3%	-1%	1.4%	-1%	i	13%
52	CCN1C(=O)/C(=C2/C=CC=CN2C)OC1=S	/	?	-3%	2%	-1%	-5.2%	-1%	i	3%
53	N#CC1=C(N)Oc2c(oc(CO)cc2=O)C1c1ccsc1 (stereo unspecified)	1.4%	1.9%	-16%	4%	-2%	-6.0%	5%	i	4%
54	O=S(=O)(c1ccc2oc3ccccc3c2c1)N1CCOCC1	2.8%	-0.1%	-10%	1%	-7%	-1.9%	3%	i	0%
55	O=C1OC(Cc2ccccn2)C(O)=C1C1=NCCCCN1 (stereo unspecified)	-2.8%	0.1%	10%	-3%	11%	-7.2%	6%	i	4%
56	O=C(/C=C/c1ccccc1[N+](=O)[O-])NCCc1ccc(F)cc1	-0.7%	-0.5%	3%	-5%	-2%	-13%	8%	i	-8%
57	CCCCC(=O)N(c1ccc(OC)cc1)C1C=CS(=O)(=O)C1 (stereo unspecified)	/	-0.5%	6%	-4%	0%	0.8%	-5%	i	2%
58	COCCNC(=O)C(NC(=O)C1CCCCC1)C12CC3CC(CC(C3)C1)C2 (stereo unspecified)	-0.6%	-0.5%	-6%	0%	-2%	-4.2%	1%	i	-2%
59	Cc1onc(-c2ccccc2)c1C(=O)O/N=C(\N)c1ccc([N+](=O)[O-])o1	/	0.8%	19%	6%	-4%	/	-1%	i	/
60	COCCCNC(=S)NNC(=S)Nc1cccc(Cl)c1	/	1.4%	12%	-2%	-7%	/	3%	i	/
61	CNc1cc(CSC)nc(SCc2ccc(Cl)c(Cl)c2)n1	-0.7%	0.8%	-3%	1%	-2%	-3.4%	2%	i	-67%
